UDG counterscr = blocks uracil-DNA glycosylase in AID counter-screen. FRET deamination/UDG coupled assay, UDG read, 4 h. Potency, µM (top dose mostly 115 µM), for the others: top-dose activity change, negative = inhibition, hits mostly inhibitors. 91,000 tested, 0.14% active. AID 1347430; note: nearly all actives have a fitted effect of over 65% in size
AID inh = inhibitors of human activation induced cytidine deaminase. AID deamination FRET fluorescence, UDG-coupled, 4 h. Potency, µM (top dose mostly 115 µM), inactives show at the highest dose activity change, negative = inhibition, hits mostly inhibitors. 91,000 tested, 0.32% active. AID 1347428; note: nearly all actives have a fitted effect of over 25% in size
Target sequence (Q9GZX7 whole entry, looked up): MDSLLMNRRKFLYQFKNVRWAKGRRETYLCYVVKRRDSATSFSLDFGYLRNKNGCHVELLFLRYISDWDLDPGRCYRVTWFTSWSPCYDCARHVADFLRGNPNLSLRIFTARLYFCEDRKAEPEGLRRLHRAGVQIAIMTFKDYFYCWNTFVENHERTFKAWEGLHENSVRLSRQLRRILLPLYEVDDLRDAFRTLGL
* = called active by the depositor; ? = inconclusive; [ ] = another dose, or the depositor's remark. Calls come from the whole dose curve; as a rule, active = well fitted curve in the direction sought with a large enough effect; inconclusive = small, poorly fitted or top-dose-only effect, or another doubt; inactive = no such curve, though single readings can be large; an effect the other way counts as inactive or inconclusive. % is set by controls: 0 for no effect and ±100 for the full control effect; potency is the fitted concentration of half-maximal effect. The list is partial; rates above refer to the full screens.

SMILES | UDG counterscr | AID inh
COc1cccc(NC(=O)C(c2ccc(Cl)cc2)C(C)C)c1 (centres undefined) | -14% | -11%
CC1CC(NC(=O)C2CCC2)CC(C)(C)C1 (centres undefined) | -2% | 0%
COc1ccccc1-c1nnc(C2CCN(S(=O)(=O)c3ccccc3)CC2)o1 | 8% | -17%
CCCNC(=O)NC(=O)CSc1ncnc2ccccc12 | -1% | -7%
COc1cc(C2CC(=O)N3CN(c4ccc(F)cc4)CSC3=C2C#N)cc(Br)c1O (centres undefined) | -21% | ?
COc1ccc(N2C(=O)CSC23C(=O)N(CC(=O)NC2CCCCC2)c2ccccc23)cc1 (centres undefined) | -6% | -9%
COc1ccc(C)cc1NC(=O)Nc1cccc(OCc2cc(=O)n3ccc(C)cc3n2)c1 | 37%[activator] | 72%[activator]
CCCn1c(=NC(=O)c2c(-c3c(F)cccc3Cl)noc2C)c(C(=O)OCC)cc2c(=O)n3ccccc3nc21 | -28% | 20%
O=C(CCSc1ccc(F)c(F)c1)NC1CCOc2ccccc21 (centres undefined) | 2% | -4%
CC1(C)CC(=O)C(C(C2=C(O)CC(C)(C)CC2=O)c2cc(Cl)c(O)c(Cl)c2)C(=O)C1 (centres undefined) | 7% | 9%
COc1ccc2nc(/C(C#N)=C/c3ccccc3Sc3ccccc3)[nH]c2c1 | -3% | 37%[activator]
CC(C)c1ccc(CNc2nc3nc4c(c(=O)n3[nH]2)CCC4)cc1 | 7% | -6%
COC(=O)c1cc2occc2n1Cc1nc(-c2ccccc2F)oc1C | -8% | 3%
COCCNC(=O)C(=O)NCC(c1cccnc1)N1CCN(c2ccccc2F)CC1 (centres undefined) | 2% | 12%
CCC(C)NC(=O)Nc1cc(C(=O)NC)ccc1C (centres undefined) | 3% | -6%
COCCn1c(CCC(=O)Nc2ccc(C)c(Cl)c2)nc2cccnc21 | -6%[57.5 µM] | 3%
CCCCCn1c(CCCNC(=O)c2ccc(Cl)cc2)nc2ccccc21 | -3%[57.5 µM] | 0%
CCCCCCCCCCCCCCCCCC(=O)NCC(COP(=O)([O-])OCC[N+](C)(C)C)OCC (centres undefined) | -9% | -1%
CC(=O)NC12CC3CC(C1)CC(C(=O)NC(c1ccccc1)c1ccccc1)(C3)C2 | 0% | -6%
O=C(NC1CC1)c1cccc(NS(=O)(=O)c2cc(F)cc(F)c2)c1 | -3% | -2%
COc1ccccc1NC(=O)N1c2ccccc2Sc2ccccc21 | -10% | -18%
CC(C)CC(=O)Nc1ccc2oc(-c3cccc(Cl)c3)nc2c1 | -1% | 9%
Cc1cccc(NC(=O)Cn2c(=O)n(Cc3nc(-c4ccccc4)no3)c(=O)c3ccccc32)c1 | 10% | -23%
CCNC(=O)N(C)Cc1nc(-c2ccc(Cl)cc2)no1 | 4% | -3%
COC(=O)COc1ccc(-c2nnc(Nc3ccc(O)cc3)c3ccccc23)cc1 | 2% | -15%
O=C(Cn1ncc2c3ccccc3n(Cc3ccccc3)c2c1=O)NCCc1ccc(Cl)cc1 | -16%[57.5 µM] | 15%
COc1cccc(NC(=O)c2oc3ccccc3c2NC(=O)C2CCCCC2)c1 | -12% | 15%
COc1ccc(Cc2nc(-c3ccc(Br)o3)no2)cc1 | 4% | 4%
CCC1(C)NC(=O)N(NC(=O)CSc2cc(C)c3ccccc3n2)C1=O (centres undefined) | 7% | -3%
Cc1ccc(C)c(Nc2nn3c(=O)c4ccc(C(=O)NC5CCCCC5)cc4nc3s2)c1 | -14% | -9%
CC(C)N[C@H]1CS(=O)(=O)C[C@@H]1S(=O)(=O)c1ccccc1 | -2% | 8%
CCOC(=O)c1c(Nc2cccc(C)c2)nnc(-c2ccccc2)c1-c1ccccc1 | -16% | ?
CCC(CC)C(=O)Nc1cc(-c2nc3cccnc3s2)ccc1C | 9% | 7%
Cc1ccc(-n2nc(C)c3nc(CCC(=O)Nc4cccc(F)c4)c(=O)n(C)c32)cc1 | 3% | -5%
CCCc1ccc(-c2csc(NC(=O)Cn3cnc4c3c(=O)n(C)c(=O)n4C)n2)cc1 | 0% | -2%
Cc1ccc(NC(=O)c2ccc(-n3cnc(NC(=O)C(C)C)c3)cc2)cc1C | 17% | -6%
COc1ccc(NC(=O)CSc2nc3nc(C)c(Cc4ccccc4)c(C)n3n2)cc1OC | -20% | ?
COc1cc(C#N)ccc1OCc1csc(-c2ccccc2)n1 | 2% | -11%
COc1ccc(N(Cc2cccs2)C(=O)COc2cccc(C)c2C)cc1 | -15% | ?
FC(F)(F)c1ccc(NC(=S)NC2CC2)cc1 | 8% | -1%
CC(C)Cc1cc(C(=O)NCc2ccc(Cl)cc2)no1 | -9% | 4%
Cc1ccccc1CNC(=O)Cn1c(C)c2cnn(-c3ccccc3)c(=O)c2c1C | -6% | 1%
Cc1nc(SCc2ccc(F)cc2Cl)sc1CC(N)=O | 1% | -1%
C[N+](C)(CCCCCC[N+](C)(C)CCCN1C(=O)c2cccc3cccc(c23)C1=O)CCCN1C(=O)c2cccc3cccc(c23)C1=O | -20% | 4.5µM*
Cc1ccc(CNC(=O)c2ccc3c(c2)nc(C)n3-c2cccc(F)c2)cc1 | -16% | ?
CCOc1ccc(CNC(=O)C2CCN(c3nc4ccccc4nc3C(F)(F)F)CC2)cc1OC | 11% | 1%
O=C1c2ccccc2NC(c2csc(-c3ccc(F)cc3)n2)N1CC(F)(F)F (centres undefined) | -2% | -11%
O=C(NCCc1ccc(F)cc1)c1cc(-c2cccnc2)nc2ccccc12 | 48%[activator] | -3%
CC(NC(=S)NNC(=O)CSCc1ccccc1)c1ccccc1 (centres undefined) | 2% | -5%
COc1ccccc1CNC(=O)Cn1c(=O)oc2cc(S(=O)(=O)N3CCC(C)CC3)ccc21 | ? | -8%
(next part)
SMILES | UDG counterscr | AID inh
COC(=O)c1ccc(C2C(c3ccc(C)cc3)=C(O)C(=O)N2CCc2ccccc2)cc1 (centres undefined) | 9% | -3%
COc1ccc(NC(=O)c2cc(-c3ccc(F)cc3)no2)cc1OC | 4% | 3%
O=C(CCc1ncc(-c2ccc(F)cc2)o1)N1CCN(c2ccccc2)CC1 | 5% | 3%
CCN1CCN(C(=O)c2ccc3c(c2)N(Cc2cccc(Cl)c2)C(=O)c2ccccc2S3(=O)=O)CC1 | 0%[57.5 µM] | -5%
O=C(CN1CCN(Cc2ccc(F)cc2)C1=O)NCc1ccccc1 | -1% | 17%
Cc1nc(-c2ccc(S(=O)(=O)Nc3ccc(C)c(F)c3)cc2)co1 | 2% | 0%
O=C(CSc1nnc(-c2ccc3c(c2)OCO3)o1)Oc1ccccc1 | 15% | -6%
CS(=O)(=O)N1CCCC(C(=O)NCCc2ccc(F)cc2)C1 (centres undefined) | 6% | 1%
O=C(COc1ccc2oc3c(c2c1)CCCC3)OCC(=O)c1ccc2c(c1)OCO2 | -4% | 28%
Cc1cc(C)c(NC(=O)CNC(=O)c2nc(-c3ccccc3)oc2C)c(C)c1 | -13% | -2%
CCN(CC)CCNC(=O)C(=O)NCC(c1cccnc1)N1CCN(c2ccc(F)cc2)CC1 (centres undefined) | 0% | 62%[activator]
O=C(NC1CCCCC1)c1ccc2c(c1)N(Cc1cccc(F)c1)C(=O)c1ccccc1S2 | -15%[57.5 µM] | -5%
O=C(Cn1cnc2nc3c(cc2c1=O)CCCC3)N1CCN(c2ccccc2)CC1 | -9% | -5%
Cc1cc(C)c2oc(C(=O)Nc3c(C(=O)Nc4ccccc4)oc4ccccc34)cc(=O)c2c1 | -12%[57.5 µM] | 1%
NC(=O)c1cc(Cl)ccc1OCC(F)(F)F | -10% | -7%
Cc1cccc(C(=O)Nc2c(-c3ccc(F)cc3)nc3ccccn23)c1 | -19% | 14%
O=C(Cc1n[nH]c(=O)c2ccccc12)Nc1ccccc1F | -6% | 1%
Cc1ccc(Cl)cc1N1CCN(C(=O)c2cc(S(=O)(=O)N3CCCC3)c[nH]2)CC1 | -1% | ?
O=C(CN1C(=O)S/C(=C\c2ccc(Cl)cc2)C1=O)Nc1ccc2oc(=O)ccc2c1 | 2% | -28%
Cc1ccc(-c2nn(C)c(=O)c3c2CCCC3)cc1S(=O)(=O)N1CCCC1 | -5% | -4%
CC(=O)C1=C(OC(=O)C(C)C)c2ccccc2S(=O)(=O)N1Cc1ccccc1 | 8% | 21%
CC(C)Cn1cnc2c1c(=O)n(CC(=O)O)c(=O)n2Cc1ccccc1 | 22% | -8%
O=C(CCc1ccsc1)NC1CCCC1 | 4% | -1%
C=CCN1C(=O)COc2ccc(NC(=O)c3cc(=O)c4cc(C)ccc4o3)cc21 | -7% | -12%
CC(=O)c1ccc(OC(=O)C2OC3OC(C)(C)OC3C3OC(C)(C)OC23)cc1 (centres undefined) | -7% | -2%
COc1ccc(CCNC(=O)Cc2c(C)c3c(cc(C)c4c(C)c(C)oc43)oc2=O)cc1 | -3% | 6%
O=C(O)CCn1ccc2cc(S(=O)(=O)N3CCCCC3)ccc21 | 1% | 10%
CCOc1ccc(NC(=O)CSc2ncc3c(n2)-c2ccccc2N(Cc2ccccc2C)S3(=O)=O)cc1 | 20% | 18%
COC(=O)c1c(NC(=O)CCCOc2ccc(C(C)(C)C)cc2)sc2c1CCC(C)C2 (centres undefined) | ? | -10%
COc1cc(C#N)ccc1OCc1ccc(F)cc1Br | -6% | 2%
O=C(NC1(c2ccccc2)CCC1)c1cc2ccccc2oc1=O | 3% | -2%
COc1ccc(C(=O)Nc2ccc(NC(=O)c3cccs3)cc2)cc1OC | -19% | 63µM*
Cc1ccc(C(CCNCCN(C)C)C2CCOC(C)(C)C2)cc1 (centres undefined) | -9% | -2%
O=S(Cc1ccccc1)Cc1ccc(F)cc1 (centres undefined) | -5% | -11%
O=C(NCc1cccc(Cl)c1)c1ccc2c(Cl)c3c(nc2c1)CCCC3 | -12% | ?
COc1ccc(NC(=O)c2ccco2)cc1NC(=O)COc1ccc(Cl)c(C)c1 | -5% | ?
Cc1cccc(Nc2nnc(SCC(=O)N3CCOCC3)s2)c1 | -4% | -16%
Cc1nc(N2CCN(Cc3ccccc3)CC2)[nH]c(=O)c1C | -5% | 0%
CN(C)c1ncc(C(=O)NCc2ccccc2Cl)cn1 | 0% | 14%
Cc1cccc(NC(=O)CN2C(=O)c3cccnc3Oc3ccc(Cl)cc32)c1C | ? | 3%
Cc1nc2cc(NC(=O)c3cccc(S(=O)(=O)Nc4ccc(Cl)cc4)c3)ccc2o1 | -1% | -6%
Cc1cccc(-c2nn3c(=O)cc(CN4CCN(C(=O)/C=C/c5ccccc5)CC4)nc3s2)c1 | ? | 13%
Cn1nccc1C(=O)Nc1sc2c(c1C#N)CCCCC2 | -3% | 14%
COc1ccc(-c2cc(C(F)(F)F)nc(SCC(=O)NCC(C)C)n2)cc1OC | 2% | -3%
CS(=O)(=O)Oc1ccc2cc(-c3ccccc3)c(=O)oc2c1 | 7% | 7%
CC(=O)c1ccc(NC(=O)Cn2c(=O)n(Cc3ccco3)c(=O)c3sc4ccccc4c32)cc1 | -2% | 9%
Cc1ccc(S(=O)(=O)NCC2CCC(C(=O)NCc3ccc(F)cc3)CC2)cc1 (centres undefined) | -17% | 0%
Cc1ccc(N(Cc2nnc(SCC(=O)c3cc(C)n(C4CC4)c3C)n2C)S(C)(=O)=O)cc1 | -9% | -10%
O=C(O)C1=CCCN(CCON=C(c2ccccc2)c2ccccc2)C1 | 5% | -2%
CNS(=O)(=O)c1cc(-c2nnc(Nc3cc(C)ccc3C)c3ccccc23)ccc1C | -22% | ?

16 structures already listed, ordered by molecular weight, highest first:
SMILES | UDG counterscr | AID inh
Cc1ccc(N(Cc2nnc(SCC(=O)c3cc(C)n(C4CC4)c3C)n2C)S(C)(=O)=O)cc1 | -9% | -10%
CC(=O)c1ccc(NC(=O)Cn2c(=O)n(Cc3ccco3)c(=O)c3sc4ccccc4c32)cc1 | -2% | 9%
Cc1cccc(-c2nn3c(=O)cc(CN4CCN(C(=O)/C=C/c5ccccc5)CC4)nc3s2)c1 | ? | 13%
Cc1nc2cc(NC(=O)c3cccc(S(=O)(=O)Nc4ccc(Cl)cc4)c3)ccc2o1 | -1% | -6%
COc1ccc(-c2cc(C(F)(F)F)nc(SCC(=O)NCC(C)C)n2)cc1OC | 2% | -3%
Cc1ccc(S(=O)(=O)NCC2CCC(C(=O)NCc3ccc(F)cc3)CC2)cc1 (centres undefined) | -17% | 0%
COc1ccc(NC(=O)c2ccco2)cc1NC(=O)COc1ccc(Cl)c(C)c1 | -5% | ?
Cc1cccc(NC(=O)CN2C(=O)c3cccnc3Oc3ccc(Cl)cc32)c1C | ? | 3%
O=C(NCc1cccc(Cl)c1)c1ccc2c(Cl)c3c(nc2c1)CCCC3 | -12% | ?
COc1ccc(C(=O)Nc2ccc(NC(=O)c3cccs3)cc2)cc1OC | -19% | 63µM*
Cc1cccc(Nc2nnc(SCC(=O)N3CCOCC3)s2)c1 | -4% | -16%
CS(=O)(=O)Oc1ccc2cc(-c3ccccc3)c(=O)oc2c1 | 7% | 7%
Cn1nccc1C(=O)Nc1sc2c(c1C#N)CCCCC2 | -3% | 14%
Cc1nc(N2CCN(Cc3ccccc3)CC2)[nH]c(=O)c1C | -5% | 0%
CN(C)c1ncc(C(=O)NCc2ccccc2Cl)cn1 | 0% | 14%
O=S(Cc1ccccc1)Cc1ccc(F)cc1 (centres undefined) | -5% | -11%

Screens deposited in PubChem BioAssay by National Center for Advancing Translational Sciences (NCATS).
